Assay outcomes: PubChem, National Center for Advancing Translational Sciences (NCATS)
GLP1R inv ag: GLP-1 receptor (human) inverse agonism | HEK293 GLP-1R CRE-luciferase, luminescence, 24 h; GLP-1R form is constitutively active | Potency, µM (titrated, usually from 38.3 µM), without a hit: top-dose activity change, negative = inhibition, usual class: inhibitors | 410,000 tested, 1.6% active | AID 624417; further: on the % scale 0 is the no-effect control and ±100 the full control effect; nearly all actives have a fitted effect of over 55% in size
Target sequence (P43220 whole entry, looked up): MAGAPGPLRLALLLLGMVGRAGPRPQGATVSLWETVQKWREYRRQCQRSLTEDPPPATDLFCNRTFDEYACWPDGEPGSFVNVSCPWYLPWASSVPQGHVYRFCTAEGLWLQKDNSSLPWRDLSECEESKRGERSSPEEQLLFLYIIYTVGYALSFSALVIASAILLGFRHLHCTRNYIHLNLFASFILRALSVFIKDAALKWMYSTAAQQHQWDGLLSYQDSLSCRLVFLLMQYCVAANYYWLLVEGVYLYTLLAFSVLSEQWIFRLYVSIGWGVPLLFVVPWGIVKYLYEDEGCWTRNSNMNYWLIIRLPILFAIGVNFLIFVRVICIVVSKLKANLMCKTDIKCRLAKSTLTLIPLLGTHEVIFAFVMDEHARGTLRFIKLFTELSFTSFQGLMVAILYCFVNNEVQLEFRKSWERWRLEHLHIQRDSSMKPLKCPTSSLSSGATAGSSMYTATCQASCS
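GLP-1R inverse agonism mode: basal reporter luminescence in engineered HEK293 cells measured after one day of compound exposure at 37 deg C, with a 12 min room-temperature detection step.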
PTHR1 agonist: PTHR1 (human) receptor agonism; Potency, µM (series often up to 115 µM), for the others: at the highest dose activation, hits mostly activators; HEK293 GP2 PTHR1 cells, GloSensor cAMP luminescence, 1 h; Q03431; AID 743266; 410,000 tested, 0.075% active; further: nearly all actives have a fitted effect of over 55% in size; some results filed as inactive show a strong effect at the top dose; inactives centre near -15; many of its hits are not listed in these tables
Target sequence (Q03431 whole entry, looked up): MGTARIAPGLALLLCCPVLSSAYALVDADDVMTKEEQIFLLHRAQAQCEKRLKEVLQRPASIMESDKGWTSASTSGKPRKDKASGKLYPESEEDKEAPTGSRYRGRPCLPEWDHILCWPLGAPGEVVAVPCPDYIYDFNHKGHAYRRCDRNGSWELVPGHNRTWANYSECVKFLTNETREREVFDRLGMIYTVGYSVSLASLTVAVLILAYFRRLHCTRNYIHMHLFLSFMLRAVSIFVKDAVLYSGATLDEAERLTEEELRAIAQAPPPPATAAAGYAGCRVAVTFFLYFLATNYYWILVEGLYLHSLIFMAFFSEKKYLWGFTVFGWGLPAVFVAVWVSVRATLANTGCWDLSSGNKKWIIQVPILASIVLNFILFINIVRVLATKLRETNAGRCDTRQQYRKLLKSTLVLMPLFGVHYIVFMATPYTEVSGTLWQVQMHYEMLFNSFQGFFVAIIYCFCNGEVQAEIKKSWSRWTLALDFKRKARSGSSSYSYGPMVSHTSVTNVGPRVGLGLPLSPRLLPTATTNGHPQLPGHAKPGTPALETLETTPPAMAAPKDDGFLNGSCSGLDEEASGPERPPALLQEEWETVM
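HEK-293-derived GP2 cells expressing PTHR1 and a GloSensor cAMP reporter, 3,000/well, plated overnight, given luciferin plus IBMX (each 0.5 mM as added) for 1 h at 37 °C, then compound for 1 h at 37 °C. Luminescence was read after 15 min at room temperature.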
GLP1R cytotox: cytotoxicity in counter-screen for GLP-1R inverse agonists; AID 624418; Potency, µM (highest dose often 38.3 µM), for the others: at the highest dose activity change, negative = inhibition, usual class: inhibitors; 410,000 tested, 0.13% active; HEK293 cAMP-luciferase reporter cells, luminescence, 24 h;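 further: loss of luciferase light is scored as toxicity; on the % scale 0 is the no-effect control and ±100 the full control effect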
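Luminescence readout: signal drop marks cytotoxicity. Plated cells grew 12 h at 37 °C, 5% CO2, received 23 nL compound for 24 h, then got luciferase reagent, read after 12 min at RT.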
Starred values were filed as active, the others as inactive; i = inactive; ? = inconclusive; [ ] = another dose, or the depositor's remark. The call rests on the fitted dose curve; in most records, active means well fitted curve in the direction sought with a large enough effect; inconclusive means small, poorly fitted or top-dose-only effect, or another doubt; inactive means no such curve, though single readings can be large; an effect the other way counts as inactive or inconclusive. Potency means the concentration at half of the fitted maximal effect.

SMILES	GLP1R inv ag	PTHR1 agonist	GLP1R cytotox
COc1ccc(C)cc1NC(=O)c1cc(S(=O)(=O)N2CCN(c3cccc(C)c3C)CC2)ccc1F	-14%	4%	-9%
Cc1cccc(NC(=O)C2CCC(CNS(=O)(=O)c3ccc4c(c3)CCCC(=O)N4)CC2)c1C (centres undefined)	0%	?	6%
CCOC(=O)c1ccc(NC(=O)NCCOCCn2c(=O)oc3ccccc32)cc1	-18%	-22%	-7%
COC(=O)c1cc2oc3ccccc3c2n1CC(=O)Nc1cc(OC)cc(OC)c1	-9%	i	-6%
CCOC(=O)Cc1c(C)nc2c(-c3ccc(Cl)cc3)c(C(F)(F)F)nn2c1C	0%	-25%	3%
CC1CCN(c2ccc(NC(=O)c3cccc(Cl)c3)cc2C(=O)O)CC1	16%	-6%	2%
CCc1cccc(C)c1NC(=O)Cn1c(=O)cc(C(F)(F)F)c2c(C)nn(C)c21	14%	-27%	5%
O=C(c1ccc(F)cc1)n1nc(-c2cccnc2)nc1NCc1ccc(F)cc1	14%	i	-7%
COC(=O)c1c(NC(=O)Cc2coc3ccc(C)cc23)sc2c1CCC2	9%	0%	0%
Cc1ccc(-c2nc3cc(Cl)ccc3o2)cc1NC(=O)c1cc2ccccc2o1	2%	i	0%

4 entries drawn at random from the list so far:
SMILES	GLP1R inv ag	PTHR1 agonist	GLP1R cytotox
COc1ccc(C)cc1NC(=O)c1cc(S(=O)(=O)N2CCN(c3cccc(C)c3C)CC2)ccc1F	-14%	4%	-9%
COC(=O)c1cc2oc3ccccc3c2n1CC(=O)Nc1cc(OC)cc(OC)c1	-9%	i	-6%
O=C(c1ccc(F)cc1)n1nc(-c2cccnc2)nc1NCc1ccc(F)cc1	14%	i	-7%
Cc1ccc(-c2nc3cc(Cl)ccc3o2)cc1NC(=O)c1cc2ccccc2o1	2%	i	0%

Continuation:
SMILES	GLP1R inv ag	PTHR1 agonist	GLP1R cytotox
CCOc1ccc(N(CC)S(=O)(=O)N2CCCC(C(=O)NCc3ccccc3OCC)C2)cc1 (centres undefined)	?	-22%	-5%
Cc1cccc(NC(=O)c2cc3c(=O)n(Cc4ccco4)ccc3nc2C)c1	?	-61%[inhibitor]	-6%
Cc1oc(-c2ccc(Cl)cc2)nc1CSc1nnc(C)n2c1cc1sccc12	6%	14%	11%
Cc1cccc(N2CCN(CCCNC(=O)c3nnc(Cc4c(F)cccc4Cl)o3)CC2C)c1 (centres undefined)	?	i	2%
CC(C)(C)OC(=O)N1CCC(c2c(C(=O)N3CCCCC3)cnn2-c2ccccc2Cl)CC1	-15%	i	8%
CCOC(=O)c1c(C)n(-c2ccccc2)c2ccc(OC(=O)c3ccccc3)cc12	-28%	i	0%
Cc1ccc(N2CCn3c2nc2c3c(=O)n(Cc3cccc(Cl)c3)c(=O)n2C)cc1C	1%	i	7%
CCOc1ccc(NC(=O)CSc2cn(CC(=O)N3CCCCCC3)c3ccccc23)cc1	?	-42%[inhibitor]	-3%
COc1ccc(NC(=O)Cc2coc3cc(C)cc(C)c23)c(OC)c1	-30%	-2%	-3%
COc1ccc(CNC(=O)c2cc(C)nc3c2c(C)nn3-c2cccc(Cl)c2C)cc1	2%	i	0%

Continued, overlapping the part above by four compounds.
SMILES	GLP1R inv ag	PTHR1 agonist	GLP1R cytotox
Cc1ccc(N2CCn3c2nc2c3c(=O)n(Cc3cccc(Cl)c3)c(=O)n2C)cc1C	1%	i	7%
CCOc1ccc(NC(=O)CSc2cn(CC(=O)N3CCCCCC3)c3ccccc23)cc1	?	-42%[inhibitor]	-3%
COc1ccc(NC(=O)Cc2coc3cc(C)cc(C)c23)c(OC)c1	-30%	-2%	-3%
COc1ccc(CNC(=O)c2cc(C)nc3c2c(C)nn3-c2cccc(Cl)c2C)cc1	2%	i	0%
O=C(CSc1nc(-c2ccc(F)cc2)[nH]c1-c1ccccc1)Nc1ccccc1	-14%	-95%[inhibitor]	-20%
Cc1ccc(CNC(=O)Cn2c(=O)cc(-c3ccccc3)c3c(C)nn(C)c32)cc1	5%	-37%[inhibitor]	-12%
O=C(NCCCN1CCN(c2ccccc2F)CC1)C1COc2ccccc2C1 (centres undefined)	-19%	i	-6%
N#Cc1c(NC(=O)CS(=O)(=O)c2ccc(Cl)cc2)sc2c1CCCCC2	13%	i	8%
CCOC(=O)c1c(C)[nH]c(C)c1S(=O)(=O)N(C)CC(=O)Nc1ccc(C)cc1C	-10%	-9%	1%
O=C(Nc1cc(-c2nc3ccccc3o2)ccc1Cl)c1cccc2c(Cl)cccc12	2%	i	35%[activator]
Cc1cccc(-n2c3nc(=O)[nH]c(=O)c-3cc3c(Cl)cccc32)c1C	-23%	-24%	7%
CN(Cc1ccccc1)c1nc2c(S(=O)(=O)c3ccccc3)nnn2c2ccsc12	4%	2%	1%
CCOc1ccc(C2C(C(=O)Nc3ccc(OC)cc3)=C(C)Nc3nc(CCCO)nn32)cc1 (centres undefined)	6%	24%	7%
CN(C)CCNc1ncnc2c1cnn2-c1cccc(Cl)c1	?	-51%[inhibitor]	-4%
CCOc1cc(C(=O)N2CCc3c([nH]c4ccccc34)C2c2ccccc2)cc(OCC)c1OCC (centres undefined)	?	i	0%
Cc1ccc(Cl)cc1N1CCN(C(=O)c2cc3c(-c4ccccc4F)nn(C)c3s2)CC1	?	i	4%
CN1CCN(C(=O)Cn2c(-c3cccs3)cc3ccccc32)CC1	-7%	20%	-12%
Cc1ccc(C)c(N2CCN(C(=O)CCc3c(C)nn(-c4ccc(N5CCCC5)nn4)c3C)CC2)c1	?	i	-13%
CC(C)c1ccc(OC(=O)c2cc(-c3ccc4c(c3)OCCO4)on2)cc1	9%	i	0%
Cc1cc(C)cc(-n2c(SCC(=O)Nc3ccccc3)nc3c(oc4ccccc43)c2=O)c1	16%	-24%	5%
COc1ccc(NC(=O)Cn2cc(C(=O)c3cccs3)c3ccccc32)cc1	4%	-3%	8%
Cc1ccc(-c2cc(C(F)(F)F)c(C#N)c(SCC(=O)Nc3ccccc3F)n2)cc1	-19%	?	-4%
COc1cc2c(cc1OC)n(CC(=O)c1cccc(Cl)c1)c(=O)n1nc(CCn3nc(C)cc3C)nc21	-12%	i	4%
Oc1ccc(-c2nc3ccccn3c2Nc2ccc3c(c2)OCCO3)cc1	-9%	-25%	-4%
Cc1ccc(C)c(CN2CCCN(CC(=O)Nc3ccc(C)c(C)c3)S2(=O)=O)c1	?	-2%	0%
Cc1ccccc1Nc1c(-c2ccc(N3CCOCC3)cc2)nc2ccc(Cl)cn12	10µM*	-9%	16%
CCCCOc1ccc(CNC(=O)CCCN2C(=O)CSc3c2c(C)nn3-c2ccccc2)cc1	?	-21%	-8%
CCN1CCc2c(sc(-n3cccc3)c2C(C)NC(=O)Nc2ccc(Br)cc2)C1 (centres undefined)	-5%	i	-2%
CC1CCN(C(=O)Cn2cc(SCC(=O)Nc3ccccc3C(F)(F)F)c3ccccc32)CC1	?	-79%[inhibitor]	-29%
CN(C)c1ccc(NC(=O)Cn2nnc3sc4c(c3c2=O)CCC(C(C)(C)C)C4)cc1 (centres undefined)	-11%	i	-3%
COc1ccccc1Nc1nn2c(=O)c3ccc(C(=O)NCc4cccs4)cc3nc2s1	3%	?	9%
COc1ccc(NC(=O)CC(C)S(=O)(=O)c2ccc3c(c2)NC(=O)CO3)cc1OC (centres undefined)	4%	5%	1%
CCOC(=O)c1ccc(N2CCN(c3cccc(Cl)c3)CC2)c(NC(=O)Nc2ccc(Cl)cc2)c1	1%	i	-3%
Cc1cccc(NC(=O)C2CCC(CNS(=O)(=O)c3csc(C(N)=O)c3)CC2)c1C (centres undefined)	0%	i	-4%
COc1ccc2oc(=O)c(-c3cn4c(n3)sc3cc(OC)ccc34)cc2c1	-3%	i	0%
O=C(CSc1nnc(-c2ccccc2)c(-c2ccccc2)n1)NCCc1ccccc1	7%	-9%	5%
COc1cc(NC(=O)CCCc2nnc3n(C)c(=O)c4sccc4n23)cc(OC)c1OC	15%	11%	18%
COc1ccc(C(=O)c2c(N)c(-c3nc(-c4ccc5c(c4)OCO5)cs3)c3ccccn23)cc1	-18%	-4%	-5%
O=C(CSc1nc2c(c(=O)[nH]1)CCCC2)Nc1ccccc1C(F)(F)F	8%	i	0%
O=C(c1ccc2c(c1)OCCO2)N(Cc1cccnc1)c1nc2c(F)cccc2s1	9%	-41%[inhibitor]	-11%
O=C(CCS(=O)(=O)c1nc(-c2cccs2)cc(C(F)(F)F)n1)Nc1ccc(Br)cc1	?	-39%[inhibitor]	?
CCN(CC)S(=O)(=O)c1ccc(NC(=O)c2c(C)oc3ncnc(N4CCCCC4)c23)cc1	?	i	-12%
COc1ccccc1CNC(=O)c1ccc(-c2nc(CS(=O)c3ccccc3)c(C)o2)cc1 (centres undefined)	8%	i	15%
CCc1ccc(CNC(=O)c2nn(-c3ccc(C)c(C)c3)nc2CO)cc1	11%	i	0%
CCOc1ccc(NC(=O)c2sc3nc4c(c(-c5ccc(OC)cc5)c3c2N)C(=O)CC(C)(C)C4)cc1	1%	-24%	6%
COc1ccc(CNc2ncnc3c2nc2n3CCCC2)cc1	34%[activator]	i	-2%
COc1ccc(-c2c(C)nn3c(-c4ccccc4)cc(-c4ccccc4)nc23)cc1	-2%	-7%	2%
O=S(=O)(NCC(c1ccco1)N1CCN(c2ccccc2)CC1)c1ccccc1 (centres undefined)	-29%	1%	1%
CCOc1ccc(NC(=O)c2ccc3nc(C(C)C)oc3c2)cc1	?	-93%[inhibitor]	-8%
CCc1ccc(CNC(=O)c2cccc(-n3cnc4cccnc43)c2C)cc1	6%	-2%	-5%
Cc1nc2nc(SCC(=O)NC3CCC(C)CC3)nn2c(C)c1Cc1ccccc1Cl (centres undefined)	?	-29%	-9%
COCCn1c(CNC(=O)c2cccc(N(C)C)c2)nc2cccnc21	43%[activator]	i	-4%
O=C(Nc1nnc(S(=O)(=O)N2CCCc3ccccc32)s1)c1cccc(F)c1	?	-25%	-17%
COc1ccc(-c2c(C)c3ccc(O)c(CN4CCCCC4C)c3oc2=O)cc1OC (centres undefined)	13%	-22%	231%[activator]
Next part
SMILES	GLP1R inv ag	PTHR1 agonist	GLP1R cytotox
COc1cccc(CNC(=O)NCc2noc3ccc(C)cc23)c1	-5%	-5%	-6%
COc1ccc(-c2nnc(C3CCN(S(=O)(=O)c4ccc(C)c(C)c4)CC3)o2)cc1	1%	-25%	1%
Cc1nnc2c(Nc3cccc(O)c3)nc3ccccc3n12	8%	-18%	-6%
O=C(Nc1cccc(C(=O)N2CCN(c3ccc(F)cc3)CC2)c1)c1nsc2ccccc12	?	-93%[inhibitor]	-16%
Cc1ccc(-c2onc(C)c2C)cc1S(=O)(=O)Nc1cccc(Cl)c1C	10µM*	-63%[inhibitor]	?
Cc1cccc(NC(=O)N2CCC(CN3CCC(C)CC3)CC2)c1C	9%	?	0%
Cn1c(SCC(N)=O)nc2c([nH]c3ccccc32)c1=O	3%	i	7%
CCOc1ccc(S(=O)(=O)Nc2ccc(-c3ccc(N4CCCC4)nn3)cc2)cc1	7%	i	-12%
Cc1oc2ncnc(N3CCOCC3)c2c1C(=O)NCc1ccccc1	-1%	i	-11%
O=C(NCCC1=CCCCC1)c1ccc2c(=O)n3nc(Nc4ccccc4)sc3nc2c1	11%	i	-2%

GLP1R inv ag, what is marked active above.
SMILES | GLP1R inv ag | PTHR1 agonist
Cc1ccccc1Nc1c(-c2ccc(N3CCOCC3)cc2)nc2ccc(Cl)cn12 | 10µM* | -9%
Cc1ccc(-c2onc(C)c2C)cc1S(=O)(=O)Nc1cccc(Cl)c1C | 10µM* | -63%[inhibitor]

Going on with the list:
SMILES	GLP1R inv ag	PTHR1 agonist	GLP1R cytotox
CCOc1cc(C2c3c(oc4ccccc4c3=O)C(=O)N2Cc2ccccc2Cl)ccc1O (centres undefined)	4%	i	-3%
CCCCN(C)c1nnc(NC(=O)Nc2ccc(Br)c(C)c2)s1	-3%	i	0%
CC(=O)c1ccc(NC(=O)c2cc(-c3ccc4c(c3)OCO4)on2)cc1	-1%	i	-1%
Cc1ccc(CCNC(=O)c2cn(C)c3ccc(S(=O)(=O)N4CCCCC4)cc3c2=O)cc1	3%	i	-15%
COc1ccc(C(=O)Nc2ccccc2C(=O)OCc2cc(=O)n3nc(C4CC4)sc3n2)cc1	6%	i	2%
Cc1cc(NC(=O)Cn2c(=O)oc3cc(S(=O)(=O)N4CCCC4)ccc32)ccc1Br	-16%	-33%[inhibitor]	-3%
O=S(=O)(c1ccccc1)c1nc(-c2ccccc2F)oc1N1CCOCC1	1%	-43%[inhibitor]	0%
CC(C)N(Cc1ccccc1)C(=O)Cn1ncc2c3ccccc3n(Cc3ccccc3)c2c1=O	?	-19%	-2%
Cc1ccc(S(=O)(=O)c2nnn3c2nc(NCc2ccccc2)c2sccc23)cc1	30%[activator]	-46%[inhibitor]	0%

Not all compounds are listed, so the mix of outcomes need not match the whole.
